MT stabilizer: stabilizes microtubules in HeLa cells; 200,000 compounds, 0.83% hits; HeLa tubulin immunostaining HCS, 24 h; share of cells brighter than vehicle mean+2SD; % tubulin-high responders, % at 10 µM; AID 2205;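 active = plate Z-score above 3 for both tubulin-high and condensed-nucleus cell shares, with cell loss under 80%, at 10 µM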;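 also: anti alpha tubulin signal scored within the nucleus-defined area of each cell; some results filed as inactive read as strong as hits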
T cell modulator: T cell immune modulators affecting CD8 T cell-vesicle binding; 2C CD8+ T cell-vesicle binding, flow cytometry; stronger effect = lower value; calls only at 7 µM; 330,000 compounds, 0.068% hits; AID 2052;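 active = response, share of CD8 T cells binding vesicles, and their 90th percentile fluorescence all below set limits, cut at about 80% in these data, passing the limit was not always enough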
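Also added: QL9-peptide-loaded Drosophila micro-vesicles bearing Ld, ICAM-1 and B7-1; Test system: purified 2C TCR transgenic mouse naive CD8+ T cells; Measured by: cytometric PE anti-B7-1 and Alexa647 anti-CD8 signals after 1% paraformaldehyde fixation; Timing: binding step 1.5 h, 37 °C, antibody labelling 20 min, ice.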
WT yeast gro inh: growth inhibition of WT yeast, mitochondrial fusion screen; 190,000 compounds, 2.1% hits; mitochondrial fusion phenotypic screen, WT strain; inhibition, % at 10 µM; AID 1362; in the data active = inhibition above about 58%; tested in S. cerevisiae
Ins promoter up: MIN6 insulin promoter up-regulation; MIN6 insulin promoter-GFP reporter, high-content imaging; stronger effect = higher value; 190,000 compounds, 0.3% hits; z-score at 5 µM; AID 1625;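 active = z-score above 3 at 5 µM with at least 500 cells counted in the well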
West Nile virus CPE: inhibition of WNV-induced cytopathic effect – cell-based, CPE readout (AID 1621). West Nile virus-infected cells, CPE inhibition; higher % means a stronger effect. CPE inhibition, % at 10 µM, or IC50 in µM where a hit was titrated. 290,000 compounds, 0.02% hits; in the data active = a potency from the dose series; also: strong numbers were not always called active
bCat nuc transl: beta-catenin nuclear translocation modulation. HeLa beta-catenin nuclear translocation, immunofluorescence imaging. nuclear translocation activity, % at 5 µM. 190,000 compounds, 0.3% hits;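 active = nuclear translocation activity above 50% at 5 µM, with a well cell count of 50 or more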;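 also: per-cell ratio of nuclear to cytoplasmic median beta-catenin stain intensity; plate controls were DMSO negative control for no effect and GSK-3 inhibitor IX positive control for full effect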
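Assay system: human HeLa cells, native beta-catenin; doses: 5 µM primary, 0.02–20 µM confirmation; incubation: compound treatment 24 h, 37°C, 5% CO2; technique: fluorescence imaging of beta-catenin antibody stain plus DAPI; measure: % activation, nuclear-to-cytoplasmic median beta-catenin signal ratio per cell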
Lipid droplet: hepatic lipid droplet formation modulation | inhibition, % at 6.5 µM | 240,000 compounds, 0.4% hits | AML12 mouse hepatocytes, oleate lipid droplets, BODIPY imaging | AID 1656;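 active = lipid droplet intensity inhibited by at least 50%, with more than 500 cells counted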
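Technique: fluorescence imaging, 20x objective, two fields per well / Assay system: AML12 hepatocytes (mouse) / Measure: % inhibition of lipid droplet signal / Doses: 6.5 µM single-point dosing / Incubation: overnight exposure / Reagent: 100 µM oleic acid challenge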
Autophagy mod: autophagy modulation, high-content screen; MEF GFP-LC3 puncta imaging; test concentration mostly 10 µM; calls only at 10 µM (by protocol); 190,000 compounds, 0.98% hits; AID 463193;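 active = percentage of spot-positive cells more than 3 SD above its plate mean, without a fluorescence outlier flag or 80% toxicity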;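 also: spot-positive cell cutoff set from DMSO-treated cells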
Myeloid diff 2: promotes myeloid progenitor differentiation | ER-HoxA9 myeloid progenitors, lysozyme-GFP differentiation, flow cytometry | calls only at 10 µM | 360,000 compounds, 1% hits;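 active = normalized GFP-positive differentiation at or above the plate's own cutoff, the solvent-only control mean plus 3 SD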;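 also: cells exposed to compound for four days before flow analysis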
WT yeast gro inh mutant strain: also measured in WT yeast gro inh; calls as there; inhibition, %; mitochondrial fusion phenotypic screen, mutant strain inhibition
Ins promoter up cell count: recorded beside Ins promoter up, whose call it bears; cell count; measured here: cytotoxicity, nuclei count;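 total cells summed across four imaged fields per well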
Lipid droplet cells 6.5 µM: also measured in Lipid droplet; calls as there; cell count; measured here: cell count, cytotoxicity flag;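 cells counted across two imaged fields per well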
bCat nuc transl cell count 5 µM: also measured in bCat nuc transl; calls as there; cell count; measured here: cell count, cytotoxicity flag
T cell modulator vesicle-bound %: also measured in T cell modulator; calls as there; double positive events, %; measured here: CD8+ vesicle-bound cell fraction;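 binding gate set so that unloaded-vesicle control wells show 10% double positive cells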
MT stabilizer Hoechst-high %: further read-out of MT stabilizer, marked with its call; % Hoechst-high responders; measured here: nuclear condensation Hoechst responders;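 share of cells brighter than vehicle mean plus two SD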
MT stabilizer cytotoxicity %: also measured in MT stabilizer; calls as there; toxicity, %; measured here: cytotoxicity by cell density;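 0% = mean cell density of plate MIN control wells and 100% = no cells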
Autophagy mod cell loss 18 h: also measured in Autophagy mod; calls as there; toxicity, %; measured here: cell loss, nuclei count;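 cell loss after 18 h compound exposure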
Myeloid diff 2 GFP+ MAC1+ %: recorded beside Myeloid diff 2, whose call it bears; GFP+ MAC1+ double positive, %; measured here: differentiation confirmed by MAC1 staining
An asterisk follows results filed as active; i = inactive; nt = no result given.

SMILES	MT stabilizer	MT stabilizer Hoechst-high %	MT stabilizer cytotoxicity %	T cell modulator	T cell modulator vesicle-bound %	WT yeast gro inh	WT yeast gro inh mutant strain	Ins promoter up	Ins promoter up cell count	West Nile virus CPE	bCat nuc transl	bCat nuc transl cell count 5 µM	Lipid droplet	Lipid droplet cells 6.5 µM	Autophagy mod	Autophagy mod cell loss 18 h	Myeloid diff 2	Myeloid diff 2 GFP+ MAC1+ %
Cc1cccc2[nH]c3c(N4CCC5(CC4)OCCO5)ncnc3c12	39*	30*	31*	i	31	-9	80	-1	1001	-0.4%	57*	344*	nt	nt	i	-18	i	0.5
Cc1cccc(C(=O)O/N=C/c2ccc(Br)cc2)c1	4.4	2.4	4.9	i	32	60*	21*	0.77	1379	0.1%	nt	nt	0	725	i	-1	i	0.4
N/C(=N\OC(=O)COc1ccc(Cl)cc1Cl)c1ccccn1	3.6	2.5	8.1	i	53	20	-5	0.02	1500	-1.3%	-1.1	952	-8	711	i	-3	i	0.2
COc1ccc(NC(=S)Nc2cc(C)cc(C)n2)cc1OC	10	2.6	15	i	19	-2	13	-0.26	1459	0.4%	-0.3	1148	-22	583	i	-5	i	3.1
COc1cc(/C=C2\C(=O)N(CCC#N)N=C2C)c(Br)cc1OC(C)C	3.1	2.7	4.4	i	6	0	-10	0.34	1186	-0.2%	9.3	762	-4	695	i	3	i	0.0
COc1ccccc1NCN1C(=O)CCC1=O	nt	nt	nt	i	32	19	6	nt	nt	-0.4%	nt	nt	0	732	nt	nt	i	1.8
CSc1ccccc1NC(=O)c1csc(C)c1	nt	nt	nt	i	18	nt	nt	nt	nt	-0.3%	nt	nt	-3	867	nt	nt	i	2.5
CCOC(=O)N1CCC(NCCNC(=O)c2ccc(Cl)cc2)CC1	4.0	2.4	5.8	i	58	-8	-11	0.32	1348	-1.3%	-0.8	1255	1	671	i	3	i	0.6
CCC1Oc2ccc(Cl)cc2N(CC(=O)O)C1=O (stereo unspecified)	5.3	2.9	10	i	59	-6	22	-0.64	1133	-0.2%	-3.8	981	nt	nt	i	4	i	6.9
CC(C)CN(C(=O)CSc1nnc(-c2ccco2)o1)c1c(N)n(Cc2ccccc2)c(=O)[nH]c1=O	6.7	2.5	10.0	i	40	-17	6	0.15	1361	-0.1%	-0.1	1131	6	670	i	11	i	0.4
CCOc1ccc(N(CC(=O)NCc2ccccc2C)S(C)(=O)=O)cc1	nt	nt	nt	i	14	nt	nt	nt	nt	-0.7%	nt	nt	6	778	nt	nt	i	0.4
S=C(NCCc1ccccn1)Nc1ccccc1Cl	1.6	1.8	5.7	i	57	4	7	-0.31	1689	0.1%	-2.5	992	-9	419	i	18	i	0.4
COc1cc(C(=O)N2CCC(N3CCCCCC3)CC2)cc(OC)c1OC	2.8	1.8	6.3	i	22	nt	nt	nt	nt	0.2%	nt	nt	nt	nt	i	-25	i	1.9
CCc1ccc(CNC(=O)CN2C(=O)COc3ccccc32)cc1	4.0	2.3	12	i	4	5	14	-0.07	1253	-0.8%	-0.6	1024	1	805	i	-11	i	1.9
CC(NCC1COc2ccccc2O1)C(=O)NCc1ccccc1 (stereo unspecified)	2.4	1.1	2.2	i	60	-7	-9	-0.03	1364	0.5%	-1.8	1136	-8	663	i	5	i	0.1
COC(=O)N1[C@H](Cc2ccccc2)C=C[C@]1(C)C(=O)NCc1ccccn1	5.1	2.6	4.6	nt	nt	-5	-19	0.63	1163	-0.4%	nt	nt	9	778	i	18	i	3.0
CSc1ncccc1C(=O)NC(C)C1CC2CCC1C2 (stereo unspecified)	2.5	1.4	9.6	i	52	-13	-11	nt	nt	0.5%	0.0	1522	18	682	i	-6	i	0.7
CCCN1C(=O)SC(CC(=O)Nc2ccc(C)cc2)C1=O (stereo unspecified)	3.8	1.2	2.7	i	45	12	5	0.58	1160	0.1%	-2.8	1325	3	781	i	-22	i	0.7
Cc1nn(S(=O)(=O)c2cccs2)c(C)c1Sc1ccccc1	2.4	1.8	9.5	nt	nt	5	1	-0.39	1298	-0.2%	5.4	1354	nt	nt	i	0	nt	nt
CC1CC(C)CN(C(=O)c2cccc(S(=O)(=O)Nc3cc(C(F)(F)F)ccc3Cl)c2)C1 (stereo unspecified)	2.7	3.1	8.4	i	58	45	-21	0.09	1150	-0.4%	-1.9	521	5	588	i	-2	i	0.5
Cc1c(NC(=O)c2ccc3c(c2)OCO3)cccc1-c1nc2ncccc2o1	3.8	2.3	9.3	i	20	6	-6	0.27	990	0.1%	2.7	1154	nt	nt	i	12	i	2.0
Cc1nc(NC(=O)/C=C/c2ccccc2)sc1C(=O)Nc1ccccc1	1.0	1.9	6.3	i	50	-9	1	-0.16	1630	0.0%	0.4	1361	nt	nt	i	-1	i	1.8
COc1ccc(S(=O)(=O)NC(C)CCc2ccccc2)cc1 (stereo unspecified)	2.4	2.0	6.7	i	49	5	5	-0.14	1403	-0.3%	0.4	1499	2	627	i	2	i	0.5
O=S(=O)(c1ccc(-c2ccccn2)s1)N1CCC2(CC1)OCCO2	nt	nt	nt	i	52	nt	nt	nt	nt	-1.1%	-1.0	1181	-4	720	nt	nt	i	0.6
Cc1ccccc1OCC(=O)Nc1ccc(N2CCN(C(=O)c3ccco3)CC2)cc1	nt	nt	nt	i	14	nt	nt	nt	nt	0.0%	nt	nt	-2	726	nt	nt	i	0.7
Cc1ccc(C(=O)N2CCc3ccccc3C2)cc1S(=O)(=O)N1CCOCC1	nt	nt	nt	i	57	nt	nt	nt	nt	-0.4%	nt	nt	8	873	nt	nt	i	0.6
CCCCN(Cc1ccco1)C(=O)c1cc2c(=O)[nH]c3ccc(C)cc3c2s1	7.9	5.3	4.0	i	31	42	18	0.27	1132	3.1%	nt	nt	nt	nt	i	8	i	4.7
COc1ccccc1OCC(=O)NCCNC(=O)COc1ccccc1OC	4.8	2.9	8.7	i	25	13	15	0.17	1505	-0.5%	0.8	951	nt	nt	i	-24	i	6.7
CCN(CC)c1ccc(NC(=O)CCS(=O)(=O)c2ccc(Br)cc2)c(C)c1	nt	nt	nt	i	23	nt	nt	nt	nt	-1.4%	nt	nt	13	831	nt	nt	i	0.3
Cc1ccc(S(=O)(=O)N2CCOCC2)cc1C(=O)NCc1ccc(F)cc1	0.7	1.9	7.7	i	10	-6	-13	-1.2	1360	nt	-0.8	1101	nt	nt	i	3	i	4.6

4 successive entries already listed:
SMILES	MT stabilizer	MT stabilizer Hoechst-high %	MT stabilizer cytotoxicity %	T cell modulator	T cell modulator vesicle-bound %	WT yeast gro inh	WT yeast gro inh mutant strain	Ins promoter up	Ins promoter up cell count	West Nile virus CPE	bCat nuc transl	bCat nuc transl cell count 5 µM	Lipid droplet	Lipid droplet cells 6.5 µM	Autophagy mod	Autophagy mod cell loss 18 h	Myeloid diff 2	Myeloid diff 2 GFP+ MAC1+ %
CCCCN(Cc1ccco1)C(=O)c1cc2c(=O)[nH]c3ccc(C)cc3c2s1	7.9	5.3	4.0	i	31	42	18	0.27	1132	3.1%	nt	nt	nt	nt	i	8	i	4.7
COc1ccccc1OCC(=O)NCCNC(=O)COc1ccccc1OC	4.8	2.9	8.7	i	25	13	15	0.17	1505	-0.5%	0.8	951	nt	nt	i	-24	i	6.7
CCN(CC)c1ccc(NC(=O)CCS(=O)(=O)c2ccc(Br)cc2)c(C)c1	nt	nt	nt	i	23	nt	nt	nt	nt	-1.4%	nt	nt	13	831	nt	nt	i	0.3
Cc1ccc(S(=O)(=O)N2CCOCC2)cc1C(=O)NCc1ccc(F)cc1	0.7	1.9	7.7	i	10	-6	-13	-1.2	1360	nt	-0.8	1101	nt	nt	i	3	i	4.6

(next part)
SMILES	MT stabilizer	MT stabilizer Hoechst-high %	MT stabilizer cytotoxicity %	T cell modulator	T cell modulator vesicle-bound %	WT yeast gro inh	WT yeast gro inh mutant strain	Ins promoter up	Ins promoter up cell count	West Nile virus CPE	bCat nuc transl	bCat nuc transl cell count 5 µM	Lipid droplet	Lipid droplet cells 6.5 µM	Autophagy mod	Autophagy mod cell loss 18 h	Myeloid diff 2	Myeloid diff 2 GFP+ MAC1+ %
CCC(=O)Nc1nonc1-c1nc2ccccc2n1CC(C)C	6.9	1.7	5.7	i	18	-19	-27	0.04	1295	nt	4.1	705	-6	769	i	5	i	0.2
O=C(CCSCCc1ccccn1)Nc1ccc(Cl)cn1	1.1	1.2	7.4	i	1	17	14	1.1	747	0.9%	0.8	1144	4	729	i	-1	i	1.2
COc1cc(NC(=O)CCC(=O)O)nc(OC)n1	1.8	1.5	5.5	i	18	-3	2	-0.42	952	0.7%	nt	nt	19	757	i	-2	i	6.6
NS(=O)(=O)c1ccc(NC(=O)CSc2ccc3ccccc3n2)cc1	1.9	1.1	6.6	i	8	14	3	0.66	862	-0.5%	nt	nt	-4	732	i	-12	i	1.2
CC(Oc1ccc(Cl)cc1Cl)c1ccnc(N)n1 (stereo unspecified)	4.0	2.6	1.4	i	68	16	37	-0.53	1483	-0.4%	0.2	1423	-11	651	i	22	i	0.3
COCCNC(=S)N/N=C/c1ccc([N+](=O)[O-])cc1	nt	nt	nt	i	28	nt	nt	0.56	1424	0.3%	-0.8	1246	-1	689	nt	nt	i	0.2
Brc1cccc(-c2nnc3n2CCCCC3)c1	2.6	2.7	9.5	i	39	-5	-8	0.39	1268	0.2%	-5.8	1197	5	775	nt	nt	i	0.6
CN(C)CCC(O)(c1ccccc1)c1ccccc1	1.8	0.8	9.0	i	29	-14	-21	nt	nt	-0.7%	nt	nt	14	698	i	-9	i	5.5
COc1ccc(C(=O)Nc2cc(C)on2)cc1OC	nt	nt	nt	i	57	nt	nt	nt	nt	0.7%	nt	nt	0	745	nt	nt	i	0.5
COc1ccc(/C=N/n2cnnc2)cc1Oc1nc(Cl)ncc1F	3.2	2.8	8.9	i	65	-10	-38	0.93	1135	0.1%	-2.0	1181	5	699	i	-11	i	0.3
Cc1ccc(NC2CCCN(C(=O)c3ccoc3C)C2)cc1C (stereo unspecified)	nt	nt	nt	i	16	nt	nt	nt	nt	-1.1%	nt	nt	-23	639	nt	nt	i	0.9

Source: PubChem BioAssay (several laboratories)
